Screening results as filed in PubChem BioAssay.
CTSL1 counter: counter-screen for PFM18AAP inhibitors: inhibitors of F. hepatica cathepsin L1 | AID 1906 | inhibition, % at 5.96 µM | recombinant F. hepatica cathepsin L1, Z-Leu-Arg-MCA fluorescence | 300,000 tested, 0.49% active;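 active = inhibition above the mean of all tested compounds plus 3 SD, set per screening campaign, cut at about 17% in these data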;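 note: 0% = plate median of test compound wells and 100% = 1 µM Z-Phe-Ala-diazomethylketone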
proCasp7 act: activates human procaspase-7, counter-screen for procaspase-3 activators. P55210. recombinant procaspase-7, Ac-DEVD-pNA absorbance 405 nm; D23A/D198A/D206A triple mutant, cannot self-cleave; scale: DMSO 0, 5 µM enzyme 100. activation, % at 8.5 µM. 330,000 tested, 0.093% active. AID 463210;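 active = percent activation above the screen-wide mean plus 3 SD, cut at about 25% in these data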
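signal = Epi-absorbance of released pNA at 405 nm, two timepoints | assay system = Uncleavable procaspase-7 mutant enzyme | reagent = Ac-DEVD-pNA substrate, 400 µM as added | times = 1 h enzyme–compound preincubation and 2 h substrate reaction, both 25 °C | benchmarks = low DMSO alone, high DMSO plus 5 µM PC-7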
PP1 inh: counter-screen for PP5 inhibitors: inhibitors of human PP1-alpha | P62136 | purified PP1alpha, OMFP fluorescence | inhibition, % at 6.7 µM | 320,000 tested, 0.9% active;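 active = inhibition above the mean inhibition of all tested compounds plus 3 SD, computed separately for each screening campaign, cut at about 15% in these data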
procasp3 activ: procaspase-3 (human) activation | 330,000 tested, 0.11% active | activation, % at 8.5 µM | recombinant procaspase-3 D3A, Ac-DEVD-pNA absorbance 405 nm | P42574;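 active = activation above the mean of all tested compounds plus 3 SD, cut at about 21% in these data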;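 note: 0% = DMSO alone and 100% = DMSO wells spiked with extra 5 µM PC-3 D3A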
Target sequence (P42574 whole entry D9A/D28A/D175A): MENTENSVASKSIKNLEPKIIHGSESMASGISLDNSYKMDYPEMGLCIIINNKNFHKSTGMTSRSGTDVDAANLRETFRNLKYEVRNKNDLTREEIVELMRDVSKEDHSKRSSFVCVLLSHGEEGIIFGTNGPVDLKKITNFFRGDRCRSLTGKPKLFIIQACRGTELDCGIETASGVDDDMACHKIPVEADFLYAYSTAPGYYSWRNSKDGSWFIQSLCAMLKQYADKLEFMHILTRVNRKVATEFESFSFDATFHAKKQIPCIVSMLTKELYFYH
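assay system = Procaspase-3 D3A mutant | signal = absorbance at 405 nm, 0 and 120 min | times = 1 h preincubation plus 2 h reaction at 25 °C | repeats = single replicate | read-out = % activation between DMSO and enzyme-spiked controls | medium = Zinc-free HEPES saline buffer with Triton X-100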
AHR activator: activators of human aryl hydrocarbon receptor; 320,000 tested, 2.5% active; AHR-responsive luciferase reporter cells, luminescence; AID 2796; activation, % at 5 µM; P35869; in the data active = activation above about 47%;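 note: 0% = vehicle wells and 100% = reference agonist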
Target sequence (P35869 whole entry, looked up): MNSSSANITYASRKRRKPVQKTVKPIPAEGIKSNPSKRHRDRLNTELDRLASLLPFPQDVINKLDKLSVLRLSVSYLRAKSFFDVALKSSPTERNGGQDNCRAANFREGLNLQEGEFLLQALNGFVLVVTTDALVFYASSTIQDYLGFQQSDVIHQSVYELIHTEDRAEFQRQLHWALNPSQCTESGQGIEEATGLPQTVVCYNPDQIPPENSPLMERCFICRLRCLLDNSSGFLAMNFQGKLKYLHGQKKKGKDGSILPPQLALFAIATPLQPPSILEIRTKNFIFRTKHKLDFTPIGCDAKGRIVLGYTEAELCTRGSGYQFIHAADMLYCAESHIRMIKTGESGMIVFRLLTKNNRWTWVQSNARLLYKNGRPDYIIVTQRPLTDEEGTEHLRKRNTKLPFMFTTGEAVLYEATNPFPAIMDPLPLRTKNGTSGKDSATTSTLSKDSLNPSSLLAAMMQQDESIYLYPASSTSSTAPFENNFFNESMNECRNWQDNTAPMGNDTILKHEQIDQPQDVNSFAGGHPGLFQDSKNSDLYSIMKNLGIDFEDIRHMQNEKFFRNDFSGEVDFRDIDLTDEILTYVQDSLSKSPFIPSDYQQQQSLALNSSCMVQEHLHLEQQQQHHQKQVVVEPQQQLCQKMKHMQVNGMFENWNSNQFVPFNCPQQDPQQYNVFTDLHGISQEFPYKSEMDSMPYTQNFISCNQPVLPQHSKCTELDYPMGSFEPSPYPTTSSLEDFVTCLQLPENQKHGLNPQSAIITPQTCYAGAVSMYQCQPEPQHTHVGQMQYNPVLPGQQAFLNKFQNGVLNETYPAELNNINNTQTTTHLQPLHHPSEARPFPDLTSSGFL
TPT1 inhibitor: inhibitors of Candida albicans tRNA 2'-phosphotransferase TPT1 | 300,000 tested, 0.81% active | AID 1962 | inhibition, % at 5 µM | recombinant caTPT1, FP RNA substrate dephosphorylation;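 active = inhibition above the mean of all tested compounds plus 3 SD, set per screening campaign, cut at about 24% in these data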;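 note: plate controls were DMSO alone for no effect and ferristatin control at 100 nM for full effect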
HCV core dimer: HCV core protein dimerization inhibition | TR-FRET GST/Flag-core106 dimerization, 1536-well | inhibition, % at 5 µM | 300,000 tested, 0.33% active;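 active = inhibition above the mean of all tested compounds plus 3 SD, set per screening campaign, cut at about 45% in these data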
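Assay system – GST-tagged and Flag-tagged HCV core protein residues 1-106 · Quantity – core106 proteins, GST 13.5 nM and Flag 17 nM · Benchmarks – unlabelled core106 and no-GST-core106 wells · Read-out basis – percent inhibition of core106 dimerization signal · Detection – time-resolved FRET, ex 340 nm, em 617 and 671 nm · Schedule – 4 h at 22.5 °C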
PAFAH2 inh: PAFAH2 (human) inhibition | 340,000 tested, 0.99% active | inhibition, % at 3.39 µM | Q99487 | recombinant PAFAH2, FP-rhodamine activity probe, fluorescence polarization;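 active = inhibition above the mean over all tested compounds plus 3 SD, cut at about 30% in these data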;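 note: inhibitors block probe labeling of enzyme so polarization drops; 0% = enzyme with DMSO and 100% = wells lacking PAFAH2 protein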
PP5 inh: PP5 (human) phosphatase inhibition; P53041; purified PP5c, OMFP substrate fluorescence; inhibition, % at 6.7 µM; 320,000 tested, 0.18% active;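 active = inhibition above the campaign's mean inhibition across all tested compounds plus 3 SD, cut at about 9.5% in these data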;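 note: 0% = DMSO only and 100% = 100 µM cantharidin control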
Starred values were filed as active, the others as inactive; x = no result given.

SMILES	CTSL1 counter	proCasp7 act	PP1 inh	procasp3 activ	AHR activator	TPT1 inhibitor	HCV core dimer	PAFAH2 inh	PP5 inh
Cc1ccc(CCc2nnc(SCC(=O)Nc3cc(Cl)ccc3Cl)n2-c2ccccc2)o1	1	-9	8	-5	13	1	15	1	-0.9
Cc1ccc(N2CCN(S(=O)(=O)c3cccs3)CC2C)cc1 (configuration not stated)	-1	4	7	-8	6	1	-4	11	4.0
O=C1c2cnc3nc(SCc4ccccc4)nn3c2CC2c3ccccc3CCN12 (configuration not stated)	-1	11	4	-1	-2	-2	9	-6	2.9
Cc1ncsc1CCOC(=O)c1cccnc1	-1	6	-3	-9	-3	2	7	3	-0.6
CC(C)CCNc1nnnc2c1sc1nc(N3CCOCC3)c3c(c12)CC(C)(C)SC3	4	5	-2	8	-3	3	0	-14	-1.0
CCOC(=O)C1CCCN(C(=O)c2sc3nc(C)nc(N4CCOCC4)c3c2C)C1 (configuration not stated)	2	10	-4	7	0	-3	-6	5	0.7
CCN(CC(=O)NCc1cccs1)C(=O)c1ccc(-c2ccccc2F)o1	x	-9	-1	1	2	x	x	3	-0.6
S=C(Nc1ccccc1)Nc1cc(Cl)ccc1Oc1ccccc1	2	-5	-3	-2	0	-1	3	1	-1.0
CN(C(=O)c1ccncc1)C1CC(C)(C)N(O)C(C)(C)C1	0	0	2	-4	3	2	-2	7	-0.4
O=C1c2ccccc2C(=O)c2c1cccc2N1CCOCC1	1	1	-1	1	19	-4	-19	7	1.9
CCn1cc(CNC(=O)c2ccc3nc(Cc4ccccc4F)oc3c2)cn1	-4	9	-4	0	10	-2	5	8	2.4
Cn1nnnc1SCC(=O)NC(C)(C)C	-1	8	0	2	3	-2	-6	0	-0.3

Given in CSV form: 4 of the compounds above.
smiles,CTSL1 counter,proCasp7 act,PP1 inh,procasp3 activ,AHR activator,TPT1 inhibitor,HCV core dimer,PAFAH2 inh,PP5 inh
O=C1c2cnc3nc(SCc4ccccc4)nn3c2CC2c3ccccc3CCN12 (configuration not stated),-1,11,4,-1,-2,-2,9,-6,2.9
CC(C)CCNc1nnnc2c1sc1nc(N3CCOCC3)c3c(c12)CC(C)(C)SC3,4,5,-2,8,-3,3,0,-14,-1.0
Cn1nnnc1SCC(=O)NC(C)(C)C,-1,8,0,2,3,-2,-6,0,-0.3
CCOC(=O)C1CCCN(C(=O)c2sc3nc(C)nc(N4CCOCC4)c3c2C)C1 (configuration not stated),2,10,-4,7,0,-3,-6,5,0.7

The list goes on:
SMILES	CTSL1 counter	proCasp7 act	PP1 inh	procasp3 activ	AHR activator	TPT1 inhibitor	HCV core dimer	PAFAH2 inh	PP5 inh
Cc1ccc2c(C)c(C(=O)N3CCCCC3CO)oc2c1C (configuration not stated)	4	5	-3	4	4	-1	2	-6	0.5
COc1ccc(NC(=O)CNc2cc(C)ccc2C)cc1S(=O)(=O)N1CCOCC1	x	3	-6	-1	4	x	x	-8	-1.6
CC(=O)NC1C(=O)N=C(SCC(=O)Nc2ccc(C(F)(F)F)cc2Cl)NC1=O (configuration not stated)	-4	-6	2	4	4	1	2	-1	-2.6
COc1cccc(-n2nnnc2SCC(=O)Nc2ccc3c(c2)OCCO3)c1	0	13	9	-5	23	-2	11	1	-0.1
CCCCCNC(=O)C1c2ccccc2Oc2ccccc21	-9	1	-3	10	1	-1	3	-1	0.5
Cc1[nH]c2ccccc2c1C(=O)COC(=O)c1cccc(S(=O)(=O)N2CCCCC2)c1	-2	-2	2	0	0	-2	6	-19	5.4
COC(=O)C(N)Cc1ccc(O)cc1 (configuration not stated)	3	-7	-3	9	3	0	-8	-3	-1.9
O=C(NC(=S)Nc1ccc(F)cc1)C1CCCCC1	-2	-4	2	2	-4	-2	-3	-2	3.0
CCC(C)[C@H](NC(=O)[C@H](Cc1ccccc1)n1c(=O)[nH]c2ccccc2c1=O)C(=O)NCC1CCC(C(=O)O)CC1 (some centres not stated)	6	-11	-1	-3	1	-4	5	13	0.9
Cc1cc(C(=O)CSc2nnc(-c3ccccc3F)o2)c(C)n1Cc1cccs1	1	-1	10	6	19	-6	-1	-1	1.5
CCOCCCN1C(=O)CN(C2CCCCCC2)C(=O)C1c1ccc(OC)cc1 (configuration not stated)	0	3	-3	3	-1	-1	-1	-5	0.4
Cc1ccnc(NC(c2cccnc2)c2ccc3cccnc3c2O)c1 (configuration not stated)	-1	-7	12	2	-3	-4	0	1	4.5
Cn1nc(OCCOc2ccccc2)ccc1=O	1	3	0	9	-3	1	0	6	-0.3
C=CCC[C@@H](Cc1ccc(F)cc1)C(=O)OC[C@@H](Cc1ccccc1)NC(=O)[C@H](CC=C)CC(=O)NCCO	x	1	x	7	-1	x	x	11	x
COc1ccc(/C=N/NC(=O)c2ccc(N(C)S(=O)(=O)c3ccccc3)cc2)c(OC)c1	4	-8	-2	4	16	-1	3	0	2.5
CCOc1ccc(C(=O)NCc2cccs2)cc1	6	8	-3	-3	31	-4	-9	0	-5.9
CC[C@H](CO)Nc1nc(Nc2cccc(Cl)c2)c2ncn(C(C)C)c2n1	0	1	0	2	33	-2	6	16	3.7
CN(C(=O)C1CCN(S(=O)(=O)c2cccs2)CC1)C1CCCCC1	-1	3	1	6	0	1	2	1	2.1
N#Cc1c2ccc(OCC(=O)NCc3ccco3)cc2n2ccccc12	3	-7	12	-3	21	-1	18	-4	-2.4
COc1ccc(-c2c3c(nc4sc(C(=O)Nc5ccccc5)c(N)c24)CCC3)cc1	3	-7	3	1	-7	0	15	-4	4.8
Cc1cccc(OCCCSc2nc3ccccc3[nH]2)c1	0	-7	-3	2	5	-1	3	-5	3.2
CCN(c1ccccc1)S(=O)(=O)c1ccc(OCC(=O)N2CCCC2)cc1	x	11	-2	4	0	x	x	25	-2.0
O=C(NCc1cccnc1)c1ccc(NS(=O)(=O)c2ccccc2)cc1	1	-2	-5	8	-1	0	-2	7	-0.1
O=C(CNC(=O)c1cccs1)N/N=C/c1ccco1	0	3	0	0	0	-4	-4	10	-1.2
CCOC(=O)c1[nH]c(C)c(C(=O)OCC(=O)N2c3ccccc3CC2C)c1C (configuration not stated)	-2	3	-2	3	-2	-3	3	-6	6.5
CCOc1ccsc1C(=O)NNC(=O)c1ccco1	-1	-2	-3	2	7	-3	-8	6	0.7
CCOC(=O)c1ccc(N2Cc3ccccc3C2=NC(=O)c2cccc([N+](=O)[O-])c2)cc1	-5	8	-1	1	5	2	7	-4	2.4
CCCn1c(SCC(=O)NC2CC2)nnc1-c1cccs1	-2	9	-1	5	-1	-2	5	0	0.9
CC(Oc1ccc(Cl)cc1)C(=O)N/N=C/c1ccsc1 (configuration not stated)	3	8	-2	-4	0	0	-3	1	1.5
CCOC(=O)c1ccc(N/C(=N\S(=O)(=O)c2ccc(F)cc2F)c2ccccc2)cc1	7	2	3	5	1	2	-3	24	0.8
O=S1(=O)CCOC[C@H](Cc2ccccc2)N1Cc1cccc(F)c1	-1	5	-2	-9	-2	3	6	3	0.0
CCn1c(C)nc2cc(C(=O)NNC(=S)Nc3ccccc3Cl)ccc21	3	-3	-3	-5	5	1	1	10	0.7
O=C(CCn1c2c(c3ccccc31)CCCC2)NNC(=O)c1ccccc1Cl	3	1	-3	-2	20	-1	7	2	0.1
COc1ccc(C2=NN(C(=O)CN3CCCCC3)C(c3ccc(OC)cc3)C2)cc1 (configuration not stated)	5	6	0	8	7	0	1	3	17*
Cc1cnc(C(=O)OCC(=O)Nc2cc(-c3ccccc3)nn2-c2ccccc2)cn1	-6	0	-1	-13	3	3	2	0	1.8
COc1ccc(CC(=O)Nc2cc3oc4ccccc4c3cc2OC)cc1	3	-1	-3	5	24	-1	7	-13	0.6
CCOC(=O)C(=O)Nc1ccc(OC)c(Cl)c1	2	11	-4	7	21	2	1	-8	-1.9
COc1ccc(OC)c(NC(=O)COc2ccc(S(=O)(=O)N3CCCC3)cc2)c1	-3	-1	0	5	3	0	17	-7	0.6
COc1ccc(C)cc1S(=O)(=O)N(CC(=O)Nc1cccc([N+](=O)[O-])c1)c1ccccc1	4	-14	2	-8	5	1	14	3	4.1
Cc1cccc(N(CC(N)=O)C2SC(=O)N(c3ccccc3)C2=O)c1 (configuration not stated)	6	-14	-4	-3	2	-4	-1	1	-0.8
COc1cc(CNCCNCC(C)O)ccc1OCc1ccc(Cl)nc1 (configuration not stated)	3	9	1	0	0	-5	1	10	1.1
Cc1cc(C2CCCCC2)n(O)c(=O)c1	1	-5	0	9	-3	-2	4	0	-0.8
O=C(CNC(=O)Cc1ccccc1)NCc1cccs1	x	-3	3	4	0	x	x	0	-1.4
Cc1cccc(NC(=O)c2c(O)c3ccccc3n(C)c2=O)c1	-1	0	1	1	40	1	5	-5	0.9
Cc1cccc(OCCCC(=O)Nc2nccs2)c1C	0	0	0	-2	0	-2	-2	2	1.6
CN1C(C(=O)NCc2cccc(C(F)(F)F)c2)CC2Cn3c(nc4cc5ccccc5cc43)C21 (configuration not stated)	2	7	5	3	2	-3	-10	2	2.6
CCC(=O)N1CCc2cc(S(=O)(=O)CCC(=O)Nc3ccc(OC)c(OC)c3)ccc21	-1	-2	-5	-1	-4	-3	5	3	2.9
COC(=O)c1cc(=O)n2c(-c3ccccc3)csc2n1	-1	0	-4	-2	14	-3	8	-2	-3.1
CSCC[C@H](NC(=O)c1cccc(S(=O)(=O)N2CCCCC2)c1)c1nc2ccccc2[nH]1	x	-6	x	11	0	x	x	3	x
CN(C)C(=O)CSCc1c(Cl)cccc1Cl	0	11	-4	7	-8	-1	-1	-2	-0.2
CCOC(=O)Cc1c(C)nc2c(-c3cccc(Br)c3)cnn2c1C	1	0	2	-1	100*	1	-1	-6	0.8
Cc1ccc(-c2nn(CC(=O)O)c(=O)c3ccccc23)cc1	-1	4	-1	-1	2	0	1	-2	0.5
Cc1ccc(-n2c(CSc3nc(C)cc(C)n3)nnc2SCC(=O)Nc2nccs2)cc1	0	1	-1	1	5	3	3	-9	-0.2
CCn1c(SCC(=O)Nc2cc(C)on2)nc2c([nH]c3ccccc32)c1=O	-2	5	-3	1	46	-4	-9	-2	1.4
Cn1c(=O)c(=O)n(C)c2cc(S(=O)(=O)CCC(=O)NCc3ccccc3)ccc21	1	9	0	-1	1	-3	-56	0	1.8
CC(=O)N(\C=C/C=C/C=C1\Sc2ccccc2C1=O)c1ccccc1	0	-10	5	3	22	58*	1	-93	4.7
CCCC(=O)Nc1cc(OC)c(OC)cc1C(=O)O	-2	0	1	9	-5	-5	-5	-10	1.6
Cc1cc(/C=C2\NC(=O)NC2=O)c(C)n1-c1cccnc1	8	3	-4	3	100*	-3	-1	x	0.7
N=C1C(c2nc3ccccc3s2)=C(O)CN1NC(=O)c1ccco1	0	5	-2	4	18	0	1	3	-2.2
COC(=O)c1sccc1NC(=S)N1CC(C)CC(C)C1 (configuration not stated)	2	6	2	15	7	-1	10	2	0.9
CN1CCC(NC(=O)NC2CCCCC2)CC1	0	14	-3	5	-1	-4	0	-2	0.9
